# human PMI inhibitors: MPI inhibition at elevated mannose 6-phosphate – biochemical, fluorescence intensity, high mannose 6-phosphate, primary screen (AID 1220). inhibition, % at 20 µM, or IC50 in µM where a hit was titrated. recombinant PMI enzyme, coupled fluorescence intensity; higher % means a stronger effect. hit rate 0.66% among 190,000
# KOR beta-arrestin-1: kappa opioid receptor blockers – cell-based, luminescence, uHTS (AID 1778). KOR beta-arrestin recruitment, luminescence, antagonist mode; higher % means a stronger effect. inhibition, % at 10 µM; hits with a dose series show IC50 in µM. hit rate 0.091% among 290,000; note: strong numbers were not always called active
# TNAP activation fold: stimulation of alkaline phosphatase TNAP activity – biochemical, luminescent, no phosphate acceptor, uHTS, primary screen (AID 1001); purified TNAP, luminescent activation assay, no phosphate acceptor; higher activation fold means a stronger effect; activation fold at 20 µM; hits with a dose series show EC50 in µM; hit rate 0.03% among 200,000; in the data active = activation fold from about 3, or a potency from the dose series; inactive = the rest, 99 in 100 with activation fold below about 1.6; note: many of its hits are not listed in these tables
# PMI inhibitors: inhibitors of human PMI, primary screen, biochemical, fluorescence intensity, coupled assay (AID 1209) | purified PMI enzyme, coupled fluorescence intensity; higher % means a stronger effect | inhibition, % at 20 µM, or IC50 in µM where a hit was titrated | hit rate 0.42% among 190,000;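 note: plate controls were DMSO vehicle for no effect and wells lacking substrate for full effect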
# NOD1 NF-kB reporter: NOD1 signaling inhibitors, primary screen, cell-based, luminescence, uHTS (AID 1578); NOD1-driven NF-kB luciferase reporter cells, luminescence; higher % means a stronger effect; one-dose inhibition, % at 4 µM; EC50 in µM for titrated hits; hit rate 1% among 290,000; in the data active = inhibition mostly above about 36%, no sharp cut-off; inactive = mostly below about 34%;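 note: HEK-293T reporter cells stimulated with the NOD1 agonist gamma-tri-DAP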
# KOR beta-arrestin-2: KOR agonists, beta-arrestin recruitment, primary screen, cell-based, luminescence, uHTS (AID 1777); KOR beta-arrestin recruitment, luminescence; higher % means a stronger effect; one-dose activation, % at 10 µM; EC50 in µM for titrated hits; hit rate 0.02% among 280,000; in the data active = activation above about 50%, passing the limit was not always enough; note: a part of the inactive calls stands beside numbers as strong as those of hits
# LYP inhibition: inhibitors of LYP phosphatase, biochemical, fluorescence intensity, uHTS (AID 1779) | recombinant LYP phosphatase, fluorescence intensity; higher % means a stronger effect | inhibition, % at 11.5 µM, or IC50 in µM where a hit was titrated | hit rate 0.054% among 290,000;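 note: plate controls were vehicle with enzyme for no effect and no enzyme for full effect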
# HEK293 NOD2/NF-kB: inhibition of NOD2-driven NF-kB reporter – cell-based, luminescence, uHTS, HEK293 (AID 1566); HEK293 NOD2/NF-kB luciferase reporter, luminescence; higher % means a stronger effect; one-dose inhibition, % at 4 µM; EC50 in µM for titrated hits; hit rate 0.63% among 290,000; note: many of its hits are not listed in these tables
# XIAP antagonists: XIAP antagonists, biochemical, IAP family, fluorescence polarization (AID 1018) | XIAP BIR domain, fluorescence polarization peptide displacement; higher % means a stronger effect | one-dose displacement, % at 20 µM; IC50 in µM for titrated hits | hit rate 0.007% among 200,000; in the data active = displacement above about 50%; note: a part of the inactive calls stands beside numbers as strong as those of hits
# * hit, by the source's call; x = not tested or not shown; [ ] = another dose, or the depositor's remark. Cut-off read from the data, not from the text of the source, unless noted: active = inhibition above about 50%; inactive = the rest.
SMILES,human PMI inhibitors,KOR beta-arrestin-1,TNAP activation fold,PMI inhibitors,NOD1 NF-kB reporter,KOR beta-arrestin-2,LYP inhibition,HEK293 NOD2/NF-kB,XIAP antagonists
O=C(Nc1ccc(CN2CCOCC2)cc1)c1ccc(Cl)cc1,x,-20%,x,x,-51%,0.8%,-14%,-33%,x
CN(C(=O)CSc1nnc(-c2cccs2)o1)C1CCS(=O)(=O)C1 (stereo not given),4%,-16%,1.1,7%,-28%,-0.5%,-2%,12%,-4.0%
COc1ccc(C(=O)NNC(=S)NC(=O)c2ccco2)cc1,-4%,9%,1,-1%,15%,3.6%,-4%,8%,-4.8%
Cc1ccc(C(=O)Nc2ccsc2C(=O)O)cc1,x,13%,x,x,5%,-0.8%,-13%,-78%,x
CC(C)(C)NC(=S)N1CCC(C(=O)c2ccc(Cl)cc2)CC1,x,-26%[20 µM],x,x,0%,-5.3%,-8%,12%,x
Cc1ccc(C2(c3ccc(C)cc3)CC2C(=O)NC(C)C)cc1 (stereo not given),x,-2%,x,x,-8%,0.2%,-2%,-15%,x
CCc1c2ccccc2nn1-c1ccccc1C(=O)C(C)=O,x,-5%,x,x,-16%,-4.3%,-7%,5%,x
Cc1ccc(-c2c(C)n([O-])c3c([n+]2=O)CCCC3)o1,-4%,5%,1,-13%,-9%,-1.1%,-5%,2%,-3.3%
COc1ccc(C(=O)Nc2ccccc2C(=O)Nc2cc(C)ccn2)cc1,x,-28%[20 µM],x,x,-26%,2.1%,-3%,-13%,x
CC(C)n1c(C(=O)OCC(=O)NCc2ccc3c(c2)OCO3)cc2occc21,16%,-102%,1.1,19%,-14%,18%,60%*,-18%,-18%
Cc1[nH]c(=O)[nH]c(=O)c1S(=O)(=O)N1CCCC(C(=O)N2CCC(Cc3ccccc3)CC2)C1 (stereo not given),11%,11%,1.1,4%,6%,-0.5%,0%,19%,-5.9%
CCOC(=O)N1CCC(NC(=O)c2cc(S(=O)(=O)N3CCOCC3)ccc2F)CC1,10%,3%,1.1,12%,-14%,11%,-4%,-2%,-4.4%
CC(=O)N1N=C(c2ccc(Br)cc2)OC12CCCC2,x,34%,x,x,3%,1.0%,-5%,16%,x
O=C(Nc1ccccc1)NC1(C(=O)NCc2cccs2)CCCCC1,18%,33%,1.1,19%,-15%,-5.7%,-7%,2%,-0.5%
CCOc1cccc2sc(=NC(=O)c3ccco3)n(CC(=O)OC)c12,x,14%,x,x,-1%,6.5%,-1%,12%,x
O=C(NCc1ccco1)c1ccc(Cl)s1,-4%,-4%,1,-6%,-30%,-1.2%,-3%,11%,-3.3%
CCCN1C(=O)c2ccccc2NC1c1ccc(OC)cc1O (stereo not given),0%,22%,1.2,1%,-36%,-0.6%,-2%,-66%,-4.4%
Cn1c(=O)n(C)c2cc(NC(=O)CCc3ccccc3)c(Br)cc21,x,3%,x,x,12%,11%,-5%,14%,x
COc1ccc(NC(=O)CN2CCC3(O)CCCCC3C2c2ccccc2OC)cc1 (stereo not given),1%,15%,1,-2%,-19%,-1.0%,-7%,7%,-3.3%
O=c1c(-c2ccnn2-c2cccc(Cl)c2)cnc2n1CCS2,-1%,-5%,1.1,2%,-17%,2.6%,-2%,2%,-3.4%
O=C(NC(=O)c1ccccc1F)Nc1nc(-c2cccs2)cc(C(F)(F)F)n1,4%,-19%,1,3%,-47%,-0.7%,6%,2%,-14%
Nn1c(SCc2ccccc2F)nnc1-c1ccccn1,x,4%,x,x,-6%,-1.9%,-6%,-85%,x
CC(C)(C)c1cnnn1-c1ccc(NC(=O)c2ccc(Br)o2)cc1,0%,-1%,1.1,2%,x,-0.7%,-4%,14%,-0.1%
O=C(CNC(=O)Cc1ccccc1)NCC(=O)N1CCCCC1,x,-5%,x,x,-34%,0.8%,-5%,-4%,x
Cc1nn(C(C)C(=O)NNC(=S)Nc2ccc(Cl)cc2)c(C)c1[N+](=O)[O-] (stereo not given),-3%,-4%,1.1,4%,-6%,-0.5%,-5%,10%,-5.5%

# (next part)
SMILES,human PMI inhibitors,KOR beta-arrestin-1,TNAP activation fold,PMI inhibitors,NOD1 NF-kB reporter,KOR beta-arrestin-2,LYP inhibition,HEK293 NOD2/NF-kB,XIAP antagonists
C=CCn1c(SCc2ccc(F)cc2)nnc1-c1sc2nc(C)cc(C)c2c1N,x,-11%,x,x,-9%,4.2%,-10%,8%,x
Cc1oc2cc(O)ccc2c(=O)c1Oc1ccc(F)cc1,x,22%,x,x,-5%,-3.8%,-6%,13%,x
O=C(Cn1cnc2scc(-c3ccc(Br)cc3)c2c1=O)N1CCOCC1,-9%,-1%,1.1,-3%,-11%,-2.3%,2%,7%,-1.8%
NS(=O)(=O)c1ccc2nc(-c3ccccc3)c(-c3ccccc3)nc2c1,x,-17%,x,x,-5%,-1.7%,-12%,1%,x
CC(=O)c1ccc(N(C)C)c2c(N(C)C)cccc12,38%,-3%,0.9,44%,-34%,4.6%,-1%,-11%,49%
Cc1nc(SC(C(=O)c2ccccc2)c2ccccc2)n[nH]1 (stereo not given),-6%,21%,1,2%,7%,-1.6%,-10%,1%,1.4%
Cc1ccsc1C(=O)NNC(=O)C1C2C=CC(C2)C1C(=O)O (stereo not given),1%,-51%,1,2%,72%*,3.1%,2%,-18%,-9.0%
CCC(Oc1cccc(C)c1)C(=O)Nc1ccccc1C(=O)N1CCOCC1 (stereo not given),x,9%,x,x,-32%,-2.1%,-3%,4%,x
O=C(Nc1sc2c(c1C(=O)O)CCC2)c1cccc(Cl)c1,x,-26%,x,x,-2%,-4.4%,-7%,28%,x
O=S(=O)(c1ccccc1)c1ncc(C(F)(F)F)cc1Cl,8%,6%,1.1,0%,50%*,-2.9%,-11%,16%,-7.3%
CCOC(=O)C1CCCN(C(=O)c2ccc3c(=O)n(CCOC)c(=S)[nH]c3c2)C1 (stereo not given),0%,-38%,1,4%,x,9.3%,-11%,x,-12%
O=C(NCCCN1CCOCC1)c1ccc2c(c1)N(Cc1ccccc1)C(=O)c1ccccc1S2,x,-10%,x,x,-35%,2.6%,-13%,22%,x
Cc1nc(SCC(=O)c2ccc(Cl)cc2)c([N+](=O)[O-])[nH]1,0%,-10%,1,-9%,-17%,4.7%,-4%,-8%,-11%
COc1ccc(NC(C)=[N+](C)CCNS(=O)(=O)c2ccc(Cl)cc2)cc1Cl,x,-43%,x,x,-2%,-0.3%,-10%,-15%,x
CSc1cccc(CN2CCCC(CO)(Cc3cccc(Cl)c3)C2)c1 (stereo not given),x,-60%[20 µM],1,x,-16%,x,-4%,5%,-4.3%
CC(Sc1nc2c(c(=O)[nH]1)CCCC2)C(=O)Nc1ccccc1C#N (stereo not given),x,-22%,x,x,1%,0.4%,-10%,-7%,x
CC(C)(C)OC(=O)N[C@@H](Cc1ccccc1)C(=O)N1CCC(C(=O)N[C@@H](Cc2c[nH]c3ccccc23)C(=O)O)CC1,x,19%,x,x,-8%,1.7%,-6%,7%,x
Cn1c(OCc2cccnc2)nc2c1c(=O)n(Cc1ccccc1)c(=O)n2C,7%,4%,1.1,9%,-35%,-1.6%,0%,1%,2.5%
Cc1ccc(C(c2c(C)n(C)n(-c3ccccc3)c2=O)c2c(C)n(C)n(-c3ccccc3)c2=O)s1,-32%,-7%,1.2,-31%,-4%,1.6%,-4%,13%,0.5%
Cc1ccc(-c2cc(C(=O)N3CCN(C(=O)c4ccco4)CC3)[nH]n2)c(C)c1,x,-12%,x,x,-5%,4.3%,-12%,21%,x
Cc1noc(NS(=O)(=O)c2ccc(N3CC(O)=C(c4ccccc4)C3=N)cc2)c1C,-6%,-16%,1.1,0%,-5%,2.7%,-8%,0%,-6.5%
COc1ccc(N(CC(=O)N2CCN(c3ccc(F)cc3)CC2)S(=O)(=O)c2c(C)n[nH]c2C)cc1,0%,29%,1.1,-1%,-20%,11%,2%,-5%,-2.4%
CCCCN(CCCC)S(=O)(=O)c1ccc(SCC(=O)OCC)c([N+](=O)[O-])c1,14%,17%,1,16%,-16%,2.6%,2%,11%,-5.3%
Cn1c(SCC(=O)NCc2ccccc2)nc2ccccc21,-12%,0%,1.1,-5%,-1%,2.3%,-1%,7%,-3.7%
CN1CCN(C(=O)c2ccc(CS(=O)(=O)c3c(Cl)cccc3Cl)o2)CC1,-13%,-12%,1,-18%,-11%,-3.4%,-4%,-14%,-1.9%

# Next compounds
SMILES,human PMI inhibitors,KOR beta-arrestin-1,TNAP activation fold,PMI inhibitors,NOD1 NF-kB reporter,KOR beta-arrestin-2,LYP inhibition,HEK293 NOD2/NF-kB,XIAP antagonists
COc1ccc(C2=NOC(C(=O)Nc3cc(Br)ccc3O)C2)cc1OC (stereo not given),9%,16%,1.1,11%,x,-1.6%,6%,-6%,-0.3%
O=C(Nc1nc(-c2ccc(F)cc2)cs1)C1CCCO1 (stereo not given),14%,-1%,1,8%,-30%,0.2%,-6%,-17%,-4.6%
Cn1ccsc1=NC(=O)c1ccccc1OC(F)F,x,-4%,x,x,-23%,8.0%,-6%,8%,x
CCC1=Nc2cc(C(=O)NCC3CCCO3)ccc2Sc2ccc(Br)cc21 (stereo not given),4%,-41%,1,6%,52%*,5.7%,-5%,-4%,-11%
COc1cc(O)c(C(CCN2CCOCC2)c2ccc3c(c2)OCO3)c(OC)c1 (stereo not given),x,-8%,x,x,3%,6.8%,-1%,17%,x
Cn1c(CNC(=O)Nc2ccccc2Cl)nnc1SCc1ccccc1,6%,25%,1,-8%,-13%,-4.6%,1%,12%,-4.1%
Cn1cc(C2CC(c3ccccc3)=NN2C(=O)c2ccccc2)c2ccccc21 (stereo not given),21%,-3%,1,17%,28%,-1.7%,2%,-19%,-0.7%
O=C(COc1ccc(-c2ccccc2)cc1)N/N=C/c1cccnc1,x,-10%,x,x,-3%,-3.8%,-11%,20%,x
Cc1cc(NCCCN(C)C)n2c(nc3ccccc32)c1C#N,x,-1%,x,x,-3%,-2.8%,-12%,15%,x
Cc1ccc(NC(=O)CSc2nc3[nH]ncc3c(=O)[nH]2)c(C)c1,5%,-6%,1,2%,-5%,-5.0%,-5%,-1%,-5.1%
CCn1cc2nc(SCC(=O)Nc3ccc(F)cc3F)n(Cc3ccccc3)c(=O)c2n1,x,5%,x,x,4%,-2.9%,-12%,39%,x
CS(=O)(=O)N1CCc2cc(C(=O)Nc3ccc(Br)cc3)ccc21,x,23%,x,x,-11%,1.2%,-4%,11%,x
CSC1=N/C(=C\c2ccc(Br)o2)C(=O)S1,-6%,32%,1,-5%,2%,-1.4%,-6%,1%,-9.3%
CC(C)c1nnc(NC(=O)c2nc(S(=O)(=O)Cc3ccccc3)ncc2Cl)s1,x,12%,x,x,-8%,-0.6%,-12%,-6%,x
O=C(CC(c1cccs1)S(=O)(=O)c1ccccc1)c1ccc(F)cc1 (stereo not given),-40%,26%,1,-62%,-11%,-2.1%,-4%,-2%,-5.1%

# Just NOD1 NF-kB reporter and KOR beta-arrestin-2, for some of the entries so far:
molecule | NOD1 NF-kB reporter | KOR beta-arrestin-2
CS(=O)(=O)N1CCc2cc(C(=O)Nc3ccc(Br)cc3)ccc21 | -11% | 1.2%
CCC1=Nc2cc(C(=O)NCC3CCCO3)ccc2Sc2ccc(Br)cc21 (stereo not given) | 52%* | 5.7%

# Some of the compounds tested; the hit share may differ from the screen's.
